# Screening results deposited in PubChem BioAssay by several laboratories.
# E coli growth – reduces bacterial viability in AddAB counter-screen. E. coli V3065 growth, OD600 absorbance, 18 h. inhibition, % at 11.9 µM. actives 0.27% (n = 330,000);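 active means inhibition above the campaign's mean inhibition across all tested compounds plus 3 SD, cut at about 9.9% in these data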;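 further: uninfected addAB+ strain grown without phage in ampicillin broth; 0% = DMSO wells and 100% = ciprofloxacin 0.95 µg/ml wells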
# PfHsp90 set2 – inhibits growth of yeast expressing Plasmodium falciparum Hsp90. S. cerevisiae expressing PfHsp90, BacTiter-Glo ATP, 48 h; yeast lacking PDR1 and PDR3 efflux regulators. inhibition, % at 9.4 µM. actives 0.32% (n = 310,000);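 active means every replicate shows inhibition above about 80%, whatever the replicate mean, limit read from the data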;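 further: 0% = DMSO neutral controls and 100% = 20 µM radicicol positive controls; yeast relying on Plasmodium falciparum Hsp90 in place of its own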
# Mot1-301 SUMO – blocks SUMOylation pathway, rescuing yeast Mot1-301 growth; S. cerevisiae Mot1-301 growth rescue, ATP luminescence, 38.5C; percent above DMSO median, 100 means doubled; growth rescue, % at 18.8 µM; actives 1% (n = 320,000);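 active means every valid replicate shows activation above 250% relative to neutral control wells; inactive means the rest, any valid replicate at or below 250%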;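 further: OY570 slx delta 5 strain wells were the positive control but not used for scaling; some compounds called inactive have numbers as strong as hits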
# MOR-DOR inv ag – mu-delta opioid heterodimer inverse agonism; P35372+P41143; cell-based MOR-DOR heterodimer luminescence; inhibition, % at 9.3 µM; actives 0.21% (n = 340,000); AID 504357; in the data active means inhibition above about 22%, passing the limit was not always enough;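 further: 0% = cells with DMSO and 100% = wells without cells with DMSO; values of inactives mirror those of a sister screen read the other way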
# Target sequence (P35372 whole entry, looked up): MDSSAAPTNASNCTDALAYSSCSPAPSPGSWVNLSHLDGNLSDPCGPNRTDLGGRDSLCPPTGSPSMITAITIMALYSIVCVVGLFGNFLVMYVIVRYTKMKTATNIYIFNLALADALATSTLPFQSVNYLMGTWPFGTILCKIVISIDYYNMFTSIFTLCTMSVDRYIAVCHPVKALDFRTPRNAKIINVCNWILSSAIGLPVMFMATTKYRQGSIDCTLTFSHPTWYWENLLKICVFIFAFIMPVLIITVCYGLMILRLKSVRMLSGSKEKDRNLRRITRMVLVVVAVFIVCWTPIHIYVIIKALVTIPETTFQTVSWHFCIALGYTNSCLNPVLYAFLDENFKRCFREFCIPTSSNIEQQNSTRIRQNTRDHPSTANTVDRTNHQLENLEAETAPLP
# Target sequence (P41143 whole entry, looked up): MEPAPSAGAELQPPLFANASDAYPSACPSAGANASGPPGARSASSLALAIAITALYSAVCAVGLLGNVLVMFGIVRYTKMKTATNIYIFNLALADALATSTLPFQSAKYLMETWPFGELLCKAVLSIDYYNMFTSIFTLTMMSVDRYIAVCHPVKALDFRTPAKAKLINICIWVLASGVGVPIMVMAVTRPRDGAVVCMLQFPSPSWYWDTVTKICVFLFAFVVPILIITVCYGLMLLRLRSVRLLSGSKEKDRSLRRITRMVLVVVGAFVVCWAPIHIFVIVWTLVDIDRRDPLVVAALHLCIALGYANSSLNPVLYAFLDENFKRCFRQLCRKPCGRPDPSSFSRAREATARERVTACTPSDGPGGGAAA
# HTR5A ag – counter-screen for OPRM1-OPRD1 agonists: human HTR5A agonism. activation, % at 9.3 µM. AID 504692. HTR5A agonist assay, luminescence, cell-based. actives 0.61% (n = 340,000); in the data active means activation mostly above about 9.5%, no sharp cut-off; inactive means mostly below about 7.6%;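 further: 0% = cells with vehicle only and 100% = reference agonist; strong numbers were not always called active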
# Pemphigus Ab inh – blocks pemphigus antibody binding to human desmoglein-3. P32926. DSG3-coupled beads, scFv-anti-DSG3-GFP binding, flow cytometry; stronger effect = lower value. binding (percent of control), % at 10 µM. actives 0.48% (n = 310,000);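 active means binding more than 3 SD below its plate's average and above zero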;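 further: hits lower antibody fragment binding to DSG3; some compounds called inactive have numbers as strong as hits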
# AddAB inh – less growth of phage-infected E. coli with AddAB; AID 435030; inhibition, % at 11.9 µM; actives 0.29% (n = 330,000); E. coli expressing H. pylori AddAB, absorbance growth; in the data active means inhibition above about 12%;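 further: 0% = vehicle wells of infected cells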
# phage Ecoli inh – E. coli growth loss with phage present; inhibition, % at 11.9 µM; actives 0.26% (n = 360,000); growth absorbance; in the data active means inhibition above about 11%
# HTR5A inv ctr – inverse agonist of human HTR5A in OPRM1-OPRD1 counter-screen. P47898. HTR5A cell line, luminescence, inverse agonism. inhibition, % at 9.3 µM. actives 0.083% (n = 340,000); in the data active means inhibition mostly above about 23%, no sharp cut-off; inactive means mostly below about 18%;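 further: 0% = cells with DMSO and 100% = no-cell wells with DMSO; some compounds called inactive have numbers as strong as hits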
# MOR-DOR ag – agonists of human mu-delta opioid receptor heterodimerization; actives 0.3% (n = 340,000); activation, % at 9.3 µM; cells, OPRM1-OPRD1 heterodimerization, luminescence; P35372+P41143; in the data active means activation above about 18%;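 further: 0% = vehicle-treated cells and 100% = reference agonist; values of inactives mirror those of a sister screen read the other way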
# PKA-R1A activ – activators of PKA-R1A complex; AID 504707; activation, % at 11.4 µM; actives 0.083% (n = 340,000); PKA-R1A dissociation, Cy5-IP20 fluorescence polarization; scaled: DMSO 0%, 113 µM cGMP 100%;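 active means percent activation above the mean of all tested compounds plus 3 SD, cut at about 19% in these data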;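 further: higher means more PKAc released from R1A so a rise in polarization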
# * hit, by the source's call; . = no result given.
SMILES,E coli growth,PfHsp90 set2,Mot1-301 SUMO,MOR-DOR inv ag,HTR5A ag,Pemphigus Ab inh,AddAB inh,phage Ecoli inh,HTR5A inv ctr,MOR-DOR ag,PKA-R1A activ
C=CCOc1ccc(/C=C/C(=O)OCC(=O)N(C)C2CCS(=O)(=O)C2)cc1 (stereo unspecified),-1.0,10.4,1.2,5.2,-0.5,.,-0.3,2.5,-4.8,-1.0,-1.1
Cc1cc(C(=O)O)c(S(C)(=O)=O)s1,-0.6,-19.8,11.1,13.9,2.9,.,-0.2,5.9,-16.1,-2.2,-10.2
CC(C)(C)c1ccc(OCC(=O)NCc2ccco2)cc1,-2.2,.,7.6,1.6,-2.6,102.2,0.7,3.1,-5.9,-0.3,0.8
S=c1[nH]cnc2scc(-c3ccc(Cl)cc3)c12,-3.8,.,39.9,.,.,114.0,-1.0,-0.1,.,.,.
O=C(C1=NNCC1c1ccc(Cl)cc1)C1CO1 (stereo unspecified),.,-43.8,.,0.8,-2.8,80.5,.,2.4,6.9,-0.1,-4.4
CCOC(=O)c1cn(CC)c2c(ccc3ccccc32)c1=O,0.0,-0.2,224.3,-4.9,2.2,89.4,4.5,3.2,-8.1,1.0,-3.7
CC(NC(=O)CNC(=O)c1ccco1)c1ccccc1 (stereo unspecified),-0.9,4.4,14.5,-2.1,-3.3,98.5,1.2,-0.4,9.3,0.3,-5.8
Cc1ccc(N/C=C(\C2OC(=O)c3ccccc32)[N+](=O)[O-])c(C)c1 (stereo unspecified),0.0,-28.3,-9.6,.,.,101.1,2.8,1.9,.,.,.
O=C(Cc1ccc(S(=O)(=O)N2CCOCC2)s1)Nc1ccccc1N1CCCC1,-0.5,-81.4,-0.7,7.6,-2.1,107.0,2.6,-0.9,-6.6,-2.3,-2.7
CCN(C(=O)CN1C(=O)CN(C)C1=O)c1cccc2ccccc12,0.5,-7.4,2.6,22.9,-3.7,.,2.7,2.4,14.5,-4.7,7.4
COc1ccc(C)cc1NC(=O)CN1CCN(S(=O)(=O)c2ccc3ccccc3c2)CC1,-1.7,-10.8,46.8,6.4,-3.7,94.9,1.3,3.0,-0.9,-1.6,2.5
O=C(CN1C(=O)CCSc2ccccc21)Nc1ccc(F)cc1,0.0,-26.6,27.6,12.0,3.2,106.1,-0.2,0.2,-8.2,-2.3,-3.6
CC1(C)Cc2nc(N3CCCC3)c(C#N)cc2CO1,1.4,6.0,.,2.5,0.8,102.2,0.9,2.0,-2.3,-0.5,-6.2
CCOC(=O)C1=C(CS(=O)(=O)c2ccccc2)NC(=O)NC1c1ccccc1 (stereo unspecified),1.1,8.3,-22.1,2.2,3.3,95.6,2.5,0.9,-12.5,-0.4,-0.4
CC(C)NC(=O)COC(=O)Cn1[nH]c(=O)c2ccccc2c1=O,-0.9,-0.5,4.0,7.2,0.0,95.8,2.3,2.4,-4.9,-1.3,-9.7
COc1ccc(C)cc1NC(=O)CNc1ccccc1CN(C)C1CCCCC1,-0.6,2.4,-8.7,-40.9,0.1,103.9,-0.7,1.1,-0.3,8.1,-14.3
CC(C)Nc1nnc(SCC(=O)NCc2ccc3c(c2)OCO3)s1,0.8,7.8,4.9,21.5,-1.4,96.7,1.5,2.5,12.6,-4.6,-6.1
O=C(CC1CCCC1)N1CCCC(Nc2ccc(F)cc2)C1 (stereo unspecified),-0.9,.,20.1,4.5,-0.4,.,0.7,1.1,1.4,-0.8,5.8
Brc1cccc(CNn2cnnc2)c1,1.5,-11.6,-18.9,6.3,0.5,112.2,4.5,3.9,-33.9,-1.2,0.3
CC(=O)Nc1ccc(C(=O)Nc2ccc(S(=O)(=O)Nc3nccc(C)n3)cc2)cc1,-8.7,2.3,107.2,16.0,10.8,109.7,-0.1,0.4,-29.9,-3.1,-8.4
COc1cccc(C2=CC(=O)C[C@H](c3ccc(Cl)cc3)C2)c1OC,-0.7,-16.9,-1.3,8.3,1.3,105.1,0.4,-0.8,-15.6,-1.8,-17.3
CC(C)n1c(O)c(N=NC(=O)CNC(=O)c2cccnc2)c2ccccc21,3.8,-0.4,-1.9,11.0,0.0,99.4,4.0,2.1,0.1,-2.1,8.9
Cc1nnc(NC(=O)CSc2nnc(CCNC(=O)c3ccccc3F)n2C)s1,-3.1,-4.1,6.6,8.2,0.8,101.5,-0.3,2.3,-2.1,-1.5,0.1
COc1ccc(-n2nc3c(c2NC(=O)c2ccc(N4C(=O)CCC4=O)cc2)CSC3)cc1,-0.2,-30.4,11.0,11.5,-1.3,101.3,-0.1,2.9,3.7,-2.1,-8.0
Clc1ccc(-c2cc3ccccc3nc2N2CCOCC2)cc1,-3.0,-102.0,26.2,.,.,96.8,-0.3,0.9,.,.,.
CN(CC(=O)Nc1ccc(F)cc1)C(=O)COC(=O)c1ccccc1,-0.1,.,95.1,3.0,-0.7,117.2,-0.5,0.8,1.7,-0.5,-16.4
O=S(=O)(NCC(c1cccnc1)N1CCN(Cc2ccccc2)CC1)c1ccc(F)cc1 (stereo unspecified),-0.4,0.7,-4.1,8.7,4.3,114.6,0.4,0.7,-6.0,-1.6,6.1
CC(C)(C)OC(=O)N1CCCC1C(=O)NCCc1ccccc1 (stereo unspecified),0.2,-37.3,-5.1,4.8,-2.4,.,-1.2,0.7,6.7,-0.8,-15.5
CC(C)c1ccc(/C=C/C(=O)NC2CCCCC2)cc1,4.0,18.6,15.0,7.9,-2.9,103.4,5.1,4.7,7.6,-1.6,-7.7
CN(CC(=O)Nc1ccc(Cl)c(C(F)(F)F)c1)C(=O)c1cccnc1Sc1ccccc1,0.2,10.3,-8.6,-10.7,3.1,112.4,2.0,0.6,28.2,3.3,-2.2
N/C(=N\c1nc2c(c(=O)[nH]1)CCCC2)Nc1ccc(Oc2ccccc2)cc1,1.9,14.1,1.5,-16.4,-3.0,97.3,4.3,1.0,7.9,2.6,-4.0
Cc1cc(OC(=O)c2cc(Cl)ccc2Cl)c([N+](=O)[O-])c(=O)[nH]1,0.8,4.4,-3.0,-1.0,-2.6,102.7,0.1,2.2,6.7,0.2,3.5
CN(C(=O)c1ccc(Br)cc1)C1CCS(=O)(=O)C1 (stereo unspecified),-0.2,-9.1,132.2,5.2,-6.2,95.9,1.5,4.2,-14.7,-0.8,-5.4
CN1CCC(=NNC(=O)CN(c2cccc([N+](=O)[O-])c2)S(=O)(=O)c2ccccc2)CC1,0.4,-23.1,3.3,-0.1,-0.1,109.6,2.6,0.1,0.3,0.0,-11.2
O=[N+]([O-])c1cc(C(F)(F)F)ccc1N1CCCNCC1,-0.8,5.7,11.6,-16.7,1.5,.,3.0,1.7,-11.5,3.7,2.9
CCN1CCN(c2c(Cl)cccc2NC(=O)c2ccc3nsnc3c2)CC1,1.3,-17.0,-15.8,-4.7,2.3,92.8,5.0,2.5,-4.4,0.9,-2.4
CC(C)CCN1CCN(Cc2ccc(C(F)(F)F)cc2)CC1CCO (stereo unspecified),-0.5,13.5,-1.0,-4.2,-0.9,90.2,-0.2,-0.5,13.6,0.8,-5.6
S=c1[nH]c(-c2ccccc2)cs1,-0.2,2.6,12.6,-20.1,10.2*,105.3,2.0,2.2,-25.2,3.9,0.1
CN(C)S(=O)(=O)c1ccc(C(=O)OCC(=O)Nc2ccccc2OC(F)F)cc1,3.0,-15.0,10.5,6.1,3.1,101.3,1.0,1.6,-3.5,-1.2,-14.4
O=C(O)c1ccc(-c2noc(-c3cccc(F)c3)n2)cc1,1.5,-22.2,34.1,-4.9,3.6,102.6,5.8,0.9,-13.1,0.9,-2.1
CC(Oc1ccccc1)C(=O)N1CCC2(CC1)Oc1ccc(F)cc1C(=O)C21CC(c2ccc(Cl)cc2)=NO1 (stereo unspecified),1.8,-5.1,-17.5,6.8,5.5,96.1,3.7,2.0,-16.2,-1.2,-2.1
COc1ccccc1Oc1ccc2c(c1)C(=O)N(c1ccc(Br)c3cccnc13)C2=O,-1.3,.,-2.2,18.4,-1.4,97.1,-0.6,5.3,-3.2,-3.5,5.9
O=C(CSc1nc(Nc2ccccc2)nc(N2CCOCC2)n1)Nc1ccc2c(c1)OCCO2,2.4,-30.1,65.9,1.3,-0.7,94.9,1.5,1.2,18.5,-0.2,-5.8
CC(C)Cn1c(C(C)C)nc([N+](=O)[O-])c1Sc1ccc(Cl)cn1,-0.2,.,0.9,-6.0,3.5,95.6,0.2,1.4,17.6,1.0,3.6
CCn1c(=O)n(CC)c2cc(S(=O)(=O)Nc3ccccc3C)c(C)cc21,-1.9,.,1.4,9.8,-3.9,130.7,0.9,2.4,-38.8,-1.7,-6.0
Cc1cccc(NC(=O)/C(C#N)=C\c2cn(CC(=O)O)c3ccccc23)c1,-2.6,5.8,95.2,-3.0,-4.0,92.1,0.5,3.0,3.9,0.6,2.4
Cc1ccccc1C(=O)Nc1cccc(-c2ccc3nncn3n2)c1,1.6,4.6,9.5,8.4,-2.1,86.3,-0.6,2.2,-17.7,-1.6,2.9
CCOc1ccc(-n2c(SC(C)C)nc3c(c2=O)SCC3)cc1,-1.6,-10.9,.,-11.0,2.7,.,2.8,-0.1,-11.0,1.8,-3.4
NS(=O)(=O)c1ccc(CNC(=O)c2cccc(S(=O)(=O)N3CCc4ccccc43)c2)cc1,-2.8,15.9,177.0,-1.8,3.6,100.3,-0.8,3.9,20.0,0.5,2.3
COc1cc(C(C)=O)ccc1Oc1ncnc2c1cnn2-c1ccccc1,0.3,1.3,-1.9,4.2,-1.6,122.3,0.5,2.9,-1.4,-0.8,-9.5
C[C@@H](C[C@@H](O)[C@H](O)C(C)(C)O)[C@@H]1CC[C@]2(C)C3=CC[C@H]4C(C)(C)C(=O)CC[C@]4(C)[C@H]3CC[C@@]12C,-0.9,2.7,10.5,-111.8,-3.1,110.2,-2.6,-1.4,8.2,19.2*,-9.9
Nc1c(C(=O)N2CCCC2)sc2nc(-c3ccccc3)ccc12,0.5,3.1,1.1,8.4,2.0,97.6,0.8,2.4,-32.1,-1.6,2.3
CN(C)c1ccc(CNC(=O)c2ccc(CNc3c(N4CCCCC4)c(=O)c3=O)cc2)cc1,1.6,-20.6,-6.4,1.8,5.6,108.7,2.6,0.5,-16.3,-0.3,-11.0
O=C(CSc1ccc(-c2nc3ccccc3[nH]2)cn1)N1CCN(C(=O)c2ccco2)CC1,-1.9,6.8,-12.9,-5.1,7.3,98.0,0.9,2.2,7.5,1.0,-11.1

# Part of the list above, bar-delimited.
SMILES | E coli growth | PfHsp90 set2 | Mot1-301 SUMO | MOR-DOR inv ag | HTR5A ag | Pemphigus Ab inh | AddAB inh | phage Ecoli inh | HTR5A inv ctr | MOR-DOR ag | PKA-R1A activ
NS(=O)(=O)c1ccc(CNC(=O)c2cccc(S(=O)(=O)N3CCc4ccccc43)c2)cc1 | -2.8 | 15.9 | 177.0 | -1.8 | 3.6 | 100.3 | -0.8 | 3.9 | 20.0 | 0.5 | 2.3
COc1cc(C(C)=O)ccc1Oc1ncnc2c1cnn2-c1ccccc1 | 0.3 | 1.3 | -1.9 | 4.2 | -1.6 | 122.3 | 0.5 | 2.9 | -1.4 | -0.8 | -9.5
C[C@@H](C[C@@H](O)[C@H](O)C(C)(C)O)[C@@H]1CC[C@]2(C)C3=CC[C@H]4C(C)(C)C(=O)CC[C@]4(C)[C@H]3CC[C@@]12C | -0.9 | 2.7 | 10.5 | -111.8 | -3.1 | 110.2 | -2.6 | -1.4 | 8.2 | 19.2* | -9.9

# Random draw from the library; overall some 3.2% were active at least once.
